Bioassay records (PubChem)
Apaf1 inhib – human Apaf-1 inhibition; reconstituted apoptosome caspase-3 activity, DEVD-Rh110 fluorescence; 330,000 tested, 0.71% active; inhibition, % at 20 µM; AID 489030; active = inhibition of at least 40% at 20 µM;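 note: plate controls were DMSO wells for no effect and DEVD-CHO caspase inhibitor wells for full effect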
Target sequence (O14727 whole entry, looked up): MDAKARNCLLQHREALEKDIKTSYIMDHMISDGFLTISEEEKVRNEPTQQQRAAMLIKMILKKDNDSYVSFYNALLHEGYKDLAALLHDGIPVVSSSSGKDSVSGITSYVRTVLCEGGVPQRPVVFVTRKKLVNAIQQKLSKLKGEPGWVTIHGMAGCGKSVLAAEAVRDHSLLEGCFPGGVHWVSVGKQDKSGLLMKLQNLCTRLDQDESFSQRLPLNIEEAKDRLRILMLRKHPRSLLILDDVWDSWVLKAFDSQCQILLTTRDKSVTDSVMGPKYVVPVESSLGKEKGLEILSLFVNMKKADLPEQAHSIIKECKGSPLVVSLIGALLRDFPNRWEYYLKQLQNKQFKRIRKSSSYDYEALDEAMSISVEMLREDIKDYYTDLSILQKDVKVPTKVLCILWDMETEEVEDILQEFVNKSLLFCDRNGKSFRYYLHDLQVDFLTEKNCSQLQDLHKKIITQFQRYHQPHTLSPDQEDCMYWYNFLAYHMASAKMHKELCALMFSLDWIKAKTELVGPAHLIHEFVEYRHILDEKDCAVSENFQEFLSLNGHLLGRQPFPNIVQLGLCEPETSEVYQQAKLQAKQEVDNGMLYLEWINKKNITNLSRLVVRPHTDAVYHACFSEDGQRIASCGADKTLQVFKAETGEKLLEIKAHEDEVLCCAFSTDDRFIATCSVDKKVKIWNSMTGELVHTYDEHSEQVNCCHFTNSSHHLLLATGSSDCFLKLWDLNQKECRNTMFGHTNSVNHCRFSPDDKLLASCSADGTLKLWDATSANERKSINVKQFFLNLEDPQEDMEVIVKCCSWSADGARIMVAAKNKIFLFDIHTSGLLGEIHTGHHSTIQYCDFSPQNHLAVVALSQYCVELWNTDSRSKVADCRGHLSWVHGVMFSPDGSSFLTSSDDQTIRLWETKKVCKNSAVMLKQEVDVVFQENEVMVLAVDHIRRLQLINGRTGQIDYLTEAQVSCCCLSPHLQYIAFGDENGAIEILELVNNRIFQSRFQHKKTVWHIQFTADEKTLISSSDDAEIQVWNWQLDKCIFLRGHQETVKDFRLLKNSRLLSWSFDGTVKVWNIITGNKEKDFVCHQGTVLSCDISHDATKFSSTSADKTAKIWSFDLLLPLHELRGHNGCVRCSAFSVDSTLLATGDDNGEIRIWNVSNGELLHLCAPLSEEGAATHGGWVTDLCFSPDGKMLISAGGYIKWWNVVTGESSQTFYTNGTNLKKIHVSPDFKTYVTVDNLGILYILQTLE
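Medium: Hepes buffer, pH 7.5 / System: biochemical Apaf-1 apoptosome reconstitution / Measured by: Rh110 fluorescence, excitation 480 nm, emission 540 nm / Times: compound with Apaf-1, dATP, procaspase-3 30 min, then 50 min reaction, room temperature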
UBC13 inh – human UBC13 polyubiquitination inhibition. UBC13 polyubiquitin chain formation, TR-FRET. inhibition, % at 20 µM. P61088. 330,000 tested, 0.47% active; in the data active = inhibition above about 45%, passing the limit was not always enough; inconclusive = no clear call, values can overlap the other calls
SENP8 block-1 – inhibitors of human SENP8 protease | Q96LD8 | recombinant SENP8, Nedd8 substrate fluorescence | inhibition, % at 20 µM | 360,000 tested, 0.64% active | AID 602440; in the data active = inhibition mostly above about 40%, no sharp cut-off; inactive = mostly below about 27%
SENP1 inh – blocks the human SENP1 SUMO protease catalytic domain | recombinant SENP1 catalytic domain, CyPet-SUMO1-YPet FRET cleavage | inhibition, % at 10 µM | 360,000 tested, 0.21% active;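 active = inhibition at least 30% at 10 µM, raw YFP signal under a set limit, fluorescence ratio 0.5 to 1.5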;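 note: 0% = enzyme with DMSO and 100% = no enzyme wells; some results filed as inactive read as strong as hits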
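Test system: recombinant human SENP1 catalytic domain, His6-tagged / Medium: pH 8 Tris buffer with EDTA, NaCl, BME, BSA, NP40, catalase / Also added: SUMO1 FRET substrate flanked by Cypet and Ypet, 25 nM / Times: 50 min reaction at room temperature / Signal: FRET, CFP and YFP emission / Control set: no-enzyme low control and enzyme-plus-DMSO high control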
SENP8 block-2 – SENP8 protease inhibition; 330,000 tested, 1.2% active; inhibition, % at 10 µM; purified SENP8, Z-RLRGG-aminoluciferin cleavage, luminescence; AID 2540; in the data active = inhibition above about 50%
SENP7 inh – SENP7 protease inhibition; recombinant SENP7, Z-RLRGG-aminoluciferin luminescence, 40 min; inhibition, % at 5 µM; 330,000 tested, 1.5% active; AID 434973;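 active = inhibition above about 50% at the single test dose, limit read from the data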;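 note: plate controls were DMSO with enzyme for no effect and no enzyme buffer wells for full effect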
A3G deaminase – inhibitors of human APOBEC3G DNA deaminase; AID 493012; inhibition, % at 20 µM; recombinant A3G, ssDNA deamination FAM/TAMRA fluorescence; Q9HC16; 330,000 tested, 0.28% active;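 active = inhibition of at least 40% at 20 µM, with no more than 30% in the related APOBEC3A deaminase screen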;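 note: plate controls were DMSO wells with A3G for no effect and wells lacking A3G enzyme for full effect; some compounds called inactive have numbers as strong as hits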
SENP6 inh – inhibitors of human SENP6 protease. inhibition, % at 10 µM. Recombinant SENP6 catalytic domain, aminoluciferin luminescence. Q9GZR1. 330,000 tested, 1.8% active;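 active = inhibition above about 50% at the single tested dose, limit read from the data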;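 note: plate controls were DMSO wells with enzyme for no effect and DMSO wells lacking enzyme for full effect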
An asterisk follows results filed as active; ? = inconclusive.

SMILES | Apaf1 inhib | UBC13 inh | SENP8 block-1 | SENP1 inh | SENP8 block-2 | SENP7 inh | A3G deaminase | SENP6 inh
Cc1cccc(NC(=O)C23CCC(C)(/C(=N/O)C2)C3(C)C)c1 (configuration not stated) | 7 | 1 | 14 | 1 | -1 | 3 | -1 | -4
COc1ccccc1Cn1c(=S)[nH]c2ccccc2c1=O | 14 | ? | 18 | 1 | -6 | 7 | -2 | 1
O=C(COC(=O)/C=C/c1ccc(Br)o1)NC1CCCCC1 | -2 | -15 | -3 | -6 | -2 | -7 | 0 | -5
Cc1ccn2c(Nc3ccccc3C)c(-c3cccnc3)nc2c1 | 3 | -5 | -410 | 0 | 2 | 6 | -2 | -2
COc1ccc(/C=N/NC(=O)c2ccc(CN3c4cccc5cccc(c45)S3(=O)=O)cc2)cc1 | -5 | 3 | -416 | -7 | 4 | 4 | 1 | 18
Cc1ccccc1N/C(SCc1ccc(Cl)cc1)=C(/C#N)C(N)=O | 10 | 10 | 22 | -2 | 1 | 1 | -5 | -17
CC1CCN(CCCNC(=O)C2CCC(CNS(=O)(=O)c3ccccc3)CC2)CC1 (configuration not stated) | 3 | 4 | -11 | 1 | -14 | 1 | -4 | -12
Cc1ccccc1C(=O)c1cccn1CC(=O)NCC1CCCO1 (configuration not stated) | -2 | -1 | 3 | 1 | 0 | 7 | 0 | -14
COC(=O)c1cc(OC)c(OC)cc1NCC(=O)Nc1cccc(C(F)(F)F)c1 | 14 | -14 | -330 | -4 | -6 | -9 | -10 | -4
N#CCCN(C(=O)CSc1n[nH]c(=O)[nH]c1=O)c1ccccc1 | -5 | -3 | 1 | 0 | -2 | -1 | -4 | 2
CC(=O)OC(C(=O)NCCN1CCOCC1)c1c(F)cccc1F (configuration not stated) | -3 | 8 | 21 | 0 | 0 | -2 | -1 | -3
O=C(NCc1n[nH]c(=S)n1-c1ccc(Br)cc1)c1ccc(S(=O)(=O)N2CCOCC2)cc1 | -7 | 6 | 6 | 2 | 1 | -4 | 17 | 2
Cc1onc(-c2ccccc2)c1C(=O)Nc1nnc(C(C)(C)C)s1 | 9 | 1 | 24 | 0 | 0 | 3 | -7 | -19
C/C(=N/NS(=O)(=O)c1ccc(F)cc1)c1ccc(NC(=O)c2ccc(C)o2)cc1 | -6 | 0 | -9 | 1 | -13 | -10 | -10 | -2
CCN(CC)S(=O)(=O)c1ccc(N2CCOCC2)c(NC(=O)c2cccc3c(=O)c(C)c(-c4ccccc4)oc23)c1 | 1 | 27 | 4 | 2 | 2 | -2 | -2 | 6
COc1ccc(CC(=O)NCC(=O)N/N=C/c2sccc2C)cc1 | -3 | -9 | 1 | 1 | -6 | 11 | -8 | -5
Cc1ccccc1OCC(O)Cn1c(N2CCCCC2)nc2c1c(=O)[nH]c(=O)n2C (configuration not stated) | 2 | 10 | 8 | 2 | -5 | -2 | -6 | -9
COC(=O)c1cc2n(n1)CCN(Cc1ccc(F)cc1)C2=O | -5 | 3 | 13 | 1 | 6 | 2 | -3 | 9
CCOC(=O)C1=C(C)N(CCCC(=O)O)C(=O)NC1c1ccccc1OS(=O)(=O)c1ccccc1[N+](=O)[O-] (configuration not stated) | 6 | -11 | 17 | 2 | -1 | -9 | -6 | -3
COc1ccc2c(c1)c(=O)oc1cc(OCC(=O)NCC3CCC(C(=O)O)CC3)ccc12 (configuration not stated) | -4 | 11 | -218 | 1 | 1 | -7 | -8 | 7
CCOC(=O)C1(C)NC(c2ccc(OC)cc2OC)C2C(=O)N(CC)C(=O)C21 (configuration not stated) | -3 | -1 | 4 | 1 | 0 | -2 | -6 | -26
O=C(NC(=S)NN1CCCCC1c1cccnc1)c1ccc(Br)cc1 (configuration not stated) | 4 | 5 | 4 | -2 | -1 | 6 | -3 | -26
CCOC(=O)CNC(=O)c1nn(-c2ccc(OCC)cc2)c(=O)c2ccccc12 | 0 | 1 | -446 | 0 | 6 | 5 | 1 | 3
Cc1[nH]n(-c2ccccc2)c(=O)c1/C=N/c1ccccn1 | 7 | -1 | 41* | 0 | 1 | 1 | -5 | -10
COc1ccc(/C=C/C(=O)Nc2ccc(C)cc2)cc1S(=O)(=O)N1CCOCC1 | 1 | -10 | 25 | 2 | -2 | 11 | -1 | 4
CC1=C(C(=O)OCc2ccccc2)C(c2cccs2)N2C(=O)CCSC2=N1 (configuration not stated) | 15 | 1 | -49 | 0 | -1 | 3 | 0 | 2
COc1ccc(NC(=O)c2ccccc2)cc1NS(=O)(=O)c1ccc(F)cc1 | 8 | 0 | 5 | 1 | 1 | 10 | 2 | 5
CC(C(=O)NC(=O)NC1CCCCC1)N(C)CC(=O)Nc1ccc(F)c(F)c1F (configuration not stated) | 46* | -4 | 7 | -1 | -1 | -2 | -11 | -15
Cc1ccc(-n2ncc3c(=O)n(CC(=O)N(C)C)cnc32)cc1 | 1 | -1 | -7 | -2 | -13 | -5 | -4 | -10
CC(C)CCN(C(=O)Nc1ccc(Cl)cc1)C1CCN(C(C)C)CC1 | -2 | 8 | 15 | 3 | 5 | -4 | -4 | -12
Cc1ccc2c(c1)C1CN(C)CCC1N2S(=O)(=O)c1ccc(C(C)C)cc1 (configuration not stated) | 39 | 33 | 10 | -1 | 7 | -12 | -6 | -9
COc1cc2nc(CN(C)Cc3ccc(C(C)(C)C)cc3)[nH]c(=O)c2cc1OC | 19 | 0 | -2 | -1 | -14 | -10 | -19 | -18
NC(=O)NC(=O)COC(=O)CN1C(=O)C2CCCCC2C1=O (configuration not stated) | -13 | 4 | 15 | -1 | 5 | -9 | -1 | -9
CCNc1nc(N)c(C(=C(C#N)C#N)c2ccccc2)s1 | 10 | 20 | -450 | -50 | 7 | 4 | -2 | -1
CCCCCC(=O)Nc1nc(C)c(-c2csc(Nc3cc(OC)ccc3OC)n2)s1 | -8 | 0 | -237 | -32 | 4 | -2 | -8 | -24
Cc1ccc(S(=O)(=O)N2CCC(C(=O)N3CCN(c4ccccn4)CC3)CC2)cc1 | -1 | -2 | -18 | -1 | -1 | 4 | -7 | -2
Cc1ccc(N=C2SC(C(=O)NCCc3ccccc3)CC(=O)N2C)cc1C (configuration not stated) | -2 | 16 | 0 | 0 | 5 | 0 | -6 | -2
CCn1nc(NS(=O)(=O)c2ccccc2)c2cc3cccc(C)c3nc21 | 4 | -17 | -71 | 2 | -8 | -5 | -9 | -5
Cc1ccn(-c2n[nH]c(C)c2[N+](=O)[O-])n1 | -3 | -3 | -18 | 1 | -1 | 4 | -3 | 11
O=C(NC1CCCc2ccccc21)c1ccc(S(=O)(=O)N2CCOCC2)cc1 (configuration not stated) | 2 | -5 | 5 | 0 | -12 | -4 | -2 | -5
COc1c(C)cc(Br)cc1C(=O)O | -8 | 2 | 0 | 2 | 0 | -3 | -1 | -3
CC1CN(C(=O)c2ccc(OC3CCN(Cc4ccccn4)CC3)cc2)CCN1C (configuration not stated) | 5 | -12 | 5 | -2 | -9 | -8 | -13 | -18
COC(=O)c1cc(C(=O)Nc2cccc(C)n2)cc([N+](=O)[O-])c1 | -4 | 14 | 24 | -1 | -2 | -2 | -7 | 0
C#CCOCCOCCOCCNc1nc(N2CCN(C(=O)[C@H](CCCCN)n3cc([C@@H](N)C(C)CC)nn3)CC2)nc(N2CCN(C(=O)[C@H](Cc3ccc(O)cc3)n3cc([C@@H](N)C(C)CC)nn3)CC2)n1 (some centres not stated) | -9 | 96* | 18 | 0 | -9 | -12 | -7 | -9
O=C1c2ccccc2C(Nc2ccccc2F)N1c1cccnc1 (configuration not stated) | 8 | -5 | 12 | 2 | -5 | -8 | -7 | -12
Cn1nc(C(F)(F)F)c(-c2ccc(F)cc2)c1NC(=O)c1ccco1 | -10 | 5 | 18 | 1 | -7 | 4 | -8 | -27
CC1=C(C(=O)Nc2ccc(F)c(F)c2)C(c2cccs2)NC(=S)N1 (configuration not stated) | -3 | -2 | 9 | 2 | -8 | 3 | -12 | -19
O=C(NCC1CCCCC1)c1cccc(-c2ccc(O)cc2)c1 | 5 | -4 | 17 | -1 | -3 | 0 | -6 | -8
CC1CCCCC1NC(=O)Cn1cnc2ccccc2c1=O (configuration not stated) | 4 | -1 | 20 | 2 | -11 | -6 | -3 | -24
Cc1ccc(-c2noc(CCC(=O)N(C)c3ccccc3C)n2)cc1 | 21 | -8 | 8 | 2 | -7 | 8 | -6 | -29
Carrying on.
SMILES | Apaf1 inhib | UBC13 inh | SENP8 block-1 | SENP1 inh | SENP8 block-2 | SENP7 inh | A3G deaminase | SENP6 inh
O=C1CCCN1CCCNc1ccc2nnc(CCC(=O)N3CCN(c4ccccc4)CC3)n2n1 | -5 | 1 | -2 | 1 | -2 | -8 | -6 | -9
Cc1nnsc1S(=O)(=O)Cc1ccccc1C(F)(F)F | 6 | -14 | 18 | 0 | -7 | -2 | -4 | 0
O=c1[nH]c(=O)n(C2OC(CO)C(O)C2O)cc1Br (configuration not stated) | -2 | 7 | 2 | -1 | -3 | 8 | -9 | -16
CCOC(=O)c1sc(=S)n(-c2ccccc2Cl)c1C | -11 | 7 | 23 | -1 | -2 | 0 | -4 | 3
Clc1cc(/C=N\NC2=NCCN2)cc(Cl)n1 | -22 | -4 | -9 | -2 | -1 | 2 | -8 | -4
CCc1ccc(OCCCC(=O)Nc2nnc(C3CCCO3)s2)cc1 (configuration not stated) | -1 | 6 | 23 | 2 | -10 | -4 | -4 | 2
COc1ccc(CC(NC(=O)c2ccccc2)C(=O)NCC(=O)O)cc1 (configuration not stated) | -4 | 1 | 15 | -5 | 4 | -11 | -1 | 2
COC(=O)CCC(=O)OC1(C)C(=O)C=C2C=C(c3ccsc3)OC=C2C1=O (configuration not stated) | 27 | -73 | -4 | 14 | -10 | -8 | -7 | -16
C=CCNC(=O)c1onc(CSc2ccccc2F)c1C(=O)O | 4 | -11 | 17 | 0 | -20 | -12 | -14 | -24
COc1ccc(NC(=O)CCN2CCN(Cc3ccccc3)CC2)c(OC)c1 | 5 | -7 | 4 | 1 | -1 | -1 | 0 | 6
O=C(Cn1c(-c2cncs2)nc2ccccc21)NCc1ccccc1 | -5 | 4 | 6 | 3 | -1 | -9 | -10 | -11
COc1ccc(N(CC(=O)Nc2cc(Cl)ccc2C)S(=O)(=O)c2c(C)n[nH]c2C)cc1 | 17 | -4 | 8 | 2 | 3 | 3 | 3 | -7
Cc1cc(NS(=O)(=O)c2ccc(NC(=O)C(C)Oc3ccc4c(C)cc(=O)oc4c3)cc2)no1 (configuration not stated) | 2 | -7 | -211 | -3 | 5 | -5 | -4 | 9
